# Screens: PubChem, several laboratories
# TLR9-MyD88 block = inhibitors of human TLR9-MyD88 binding; Q9NR96+Q99836; 340,000 compounds, 0.21% hits; CHO BLA complementation TLR9-MyD88, CCF4 FRET ratio; inhibition, % at 4.98 µM;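 active = inhibition above the mean over all tested compounds plus 3 SD, cut at about 21% in these data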;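 note: 0% = DMSO only wells and 100% = clavulanate BLA inhibitor control wells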
# EBV LMP1 NFkB = reduces LMP1-driven NF-kappaB luciferase signal; LMP1-induced NF-kappaB luciferase reporter cells, luminescence; inhibition, % at 12.5 µM; 350,000 compounds, 0.69% hits; in the data active = inhibition above about 41%;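 note: 0% = neutral control wells and 100% = reference inhibitor control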
# SRC3 inh = inhibitors of human steroid receptor coactivator 3 (SRC3); HEK293 GAL4-SRC3 luciferase reporter, luminescence; AID 588352; Q9Y6Q9; 360,000 compounds, 0.17% hits; inhibition, % at 3.6 µM;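 active = inhibition above a per-campaign cutoff, the mean of all compounds plus 3 SD, cut at about 60% in these data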;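 note: 0% = DMSO-treated cells and 100% = gossypol-treated cells at 36 µM; higher means less SRC3-driven luciferase light from the GAL4 reporter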
# SRC1 inh = inhibitors of human steroid receptor coactivator 1 (SRC1) | Q15788 | HEK293 GAL4-SRC1 luciferase reporter, luminescence | inhibition, % at 3.6 µM | 360,000 compounds, 0.12% hits | AID 588354;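 active = inhibition above the campaign mean plus 3 SD, with each screening campaign given its own cutoff, cut at about 60% in these data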;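 note: 0% = DMSO treated cells and 100% = gossypol at 36 µM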
# NOD2 RIPK2 PPI = inhibitors of human NOD2-RIPK2 interaction; inhibition, % at 4.98 µM; 360,000 compounds, 0.38% hits; CHO BLA complementation NOD2-RIPK2, CCF4 ratio; O43353; in the data active = inhibition above about 21%;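 note: 0% = vehicle only and 100% = reference blocker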
# Target sequence (O43353 whole entry, looked up): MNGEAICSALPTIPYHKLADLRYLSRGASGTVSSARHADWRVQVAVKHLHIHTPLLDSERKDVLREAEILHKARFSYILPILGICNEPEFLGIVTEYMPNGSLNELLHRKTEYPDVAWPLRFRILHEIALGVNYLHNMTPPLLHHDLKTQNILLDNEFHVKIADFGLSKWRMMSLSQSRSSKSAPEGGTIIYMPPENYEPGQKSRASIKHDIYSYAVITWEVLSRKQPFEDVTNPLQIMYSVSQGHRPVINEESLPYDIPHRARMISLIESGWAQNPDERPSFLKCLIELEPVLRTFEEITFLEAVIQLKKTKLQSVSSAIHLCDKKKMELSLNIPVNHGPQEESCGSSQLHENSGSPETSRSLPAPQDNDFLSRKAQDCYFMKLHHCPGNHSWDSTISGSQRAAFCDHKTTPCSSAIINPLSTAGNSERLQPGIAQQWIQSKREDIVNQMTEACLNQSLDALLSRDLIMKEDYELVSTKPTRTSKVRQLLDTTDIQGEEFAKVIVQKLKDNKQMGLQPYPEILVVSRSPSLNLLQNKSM
# COUP-TFII inh = NR2F2 (human) inhibition, primary screen; P24468; HEK293T NGFI-A luciferase reporter, luminescence; inhibition, % at 8.6 µM; 370,000 compounds, 0.7% hits;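 active = inhibition above a per-plate cutoff, mean inhibition of test wells between control levels plus 3 SD, cut at about 38% in these data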;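 note: cells cotransfected with COUP-TFII expression vector driving the NGFI-A reporter; 0% = median of COUP-TF2 test wells and 100% = reporter-only cells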
# MC4R barr agon = human MC4R agonism via beta-arrestin. U2OS MC4R beta-arrestin complementation, luminescence; percent of melanotan II response, DMSO zero. activation, % at 8.9 µM. 360,000 compounds, 0.98% hits. AID 540308;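 active = activation above a per-plate cutoff, the mean activation of sample wells on that plate plus 3 SD, cut at about 8% in these data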
# MC4R antagonist = human MC4R antagonism in cAMP assay. MC4R-expressing cells, MTII-stimulated cAMP, LANCE TR-FRET. inhibition, % at 6.5 µM. 360,000 compounds, 0.48% hits;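 active = inhibition above its plate's cutoff, the mean of tested wells on that plate plus 3 SD, cut at about 29% in these data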;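 note: 0% = Melanotan II alone and 100% = Melanotan II plus saturating MCL0020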
#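 System: U2OS cells stably expressing human melanocortin 4 receptor (MC4R). Reagent: Melanotan II challenge after compound preincubation. Doses: 6.5 µM. Times: 30-min compound, 1-h challenge, 1-h detection, room temperature. Measured by: TR-FRET with Eu-cAMP and labeled anti-cAMP, 671 nm. Replicates: singlicate.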
# LRH-1 inv ag = inverse agonists of human LRH-1 (NR5A2); O00482; HEK293T StAR-luciferase reporter, LRH-1 transfected, 24 h; inhibition, % at 3.6 µM; 360,000 compounds, 0.13% hits; AID 602396;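 active = inhibition above the mean inhibition of all tested compounds plus 3 SD, cut at about 73% in these data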;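 note: 0% = DMSO wells and 100% = reporter-only cells lacking LRH-1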
# ABHD5-PLIN5 inh = blocks binding of human ABHD5 to perilipin-5; AID 602281; 360,000 compounds, 0.78% hits; inhibition, % at 4 µM; Split G. princeps luciferase complementation, luminescence, 4 h; Q00G26+Q8WTS1;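 active = inhibition above the mean inhibition across every tested compound plus 3 SD, cut at about 22% in these data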;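 note: 0% = DMSO only wells and the 100% control is not disclosed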
# NCOA2 inhibitor = human SRC2 (NCOA2) inhibition; Q15596; HEK293 GAL4-SRC2 luciferase reporter, luminescence; inhibition, % at 9 µM; 370,000 compounds, 0.17% hits; AID 651957;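 active = inhibition above the mean inhibition of all tested compounds plus 3 SD, set per campaign, cut at about 52% in these data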;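 note: 0% = DMSO treated cells and 100% = cells given Gossypol at 36 µM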
# An asterisk follows results filed as active; . = not tested or not shown. Not all compounds are listed; count on the stated rates, not on these rows.
# The first 13 entries, to show the layout:
mol	TLR9-MyD88 block	EBV LMP1 NFkB	SRC3 inh	SRC1 inh	NOD2 RIPK2 PPI	COUP-TFII inh	MC4R barr agon	MC4R antagonist	LRH-1 inv ag	ABHD5-PLIN5 inh	NCOA2 inhibitor
COc1ccccc1C(=O)NC(C)c1ccc(-n2ccnc2)cc1 (configuration not stated)	1	-5	0	8	6	10	-4.0	0	3	0	-28
COC(=O)C1CCN(Cc2c(C(=O)N3C[C@@H](C)O[C@@H](C)C3)nc3ccc(Cl)cn23)CC1	6	-1	8	-1	-13	4	1.5	0	12	12	-4
CC(=O)N/N=C\c1cccc(OC/C=C/c2ccccc2)c1	9	-16	-93	-100	-5	-11	2.0	-1	-124	12	-33
CC1Oc2ccccc2C=C1/C=N/NC(=O)c1ccccc1O (configuration not stated)	8	-1	-36	-38	-9	-18	-0.8	-5	-45	-1	-24
CC1(C)CC2CC(C)(CN2C(=O)COC(=O)c2ccc(Cl)cc2N)C1 (configuration not stated)	4	-4	-14	13	-20	-10	1.5	3	3	-2	-19
CCN(c1ccccc1C)S(=O)(=O)c1nnc(NC(=O)c2ccco2)s1	-2	-1	5	3	-4	-7	-1.0	2	-13	4	-8
COc1ccc(-c2csc(C(O)c3ccc(F)cc3)n2)cc1OC (configuration not stated)	.	.	-2	-18	-11	-4	-1.3	4	6	3	5
COc1ccc(NC(=S)NCCc2ccc(S(N)(=O)=O)cc2)c(OC)c1	-10	2	9	-32	1	3	2.7	10	-10	-2	-21
COCCN1CCn2c(nc3cc(NC(=O)Cn4nc(C)c5ccccc5c4=O)ccc32)C1	1	-5	11	-1	-2	-1	-1.5	5	2	9	-2
COc1ccc(C(=O)OCC(=O)NC2CCCC2)c(OC)c1	1	-3	-22	-6	-8	-1	0.6	0	-11	-8	-38
CNc1nn(-c2cccc(Cl)c2)nc1N	3	-7	-24	-89	-1	-54	-2.8	-4	-50	3	-11
CC1CCN(C(=O)CNC(=O)CNS(=O)(=O)c2ccccc2)CC1	-10	-5	-6	-10	10	-2	-2.1	9	3	0	0
Cc1cccc(-n2c(CNC(=O)Cc3ccccc3)n[nH]c2=S)c1	-6	-9	-8	1	-12	-5	1.0	7	-8	-6	-3

# Main list, previewed entries included:
mol	TLR9-MyD88 block	EBV LMP1 NFkB	SRC3 inh	SRC1 inh	NOD2 RIPK2 PPI	COUP-TFII inh	MC4R barr agon	MC4R antagonist	LRH-1 inv ag	ABHD5-PLIN5 inh	NCOA2 inhibitor
COc1ccccc1C(=O)NC(C)c1ccc(-n2ccnc2)cc1 (configuration not stated)	1	-5	0	8	6	10	-4.0	0	3	0	-28
COC(=O)C1CCN(Cc2c(C(=O)N3C[C@@H](C)O[C@@H](C)C3)nc3ccc(Cl)cn23)CC1	6	-1	8	-1	-13	4	1.5	0	12	12	-4
CC(=O)N/N=C\c1cccc(OC/C=C/c2ccccc2)c1	9	-16	-93	-100	-5	-11	2.0	-1	-124	12	-33
CC1Oc2ccccc2C=C1/C=N/NC(=O)c1ccccc1O (configuration not stated)	8	-1	-36	-38	-9	-18	-0.8	-5	-45	-1	-24
CC1(C)CC2CC(C)(CN2C(=O)COC(=O)c2ccc(Cl)cc2N)C1 (configuration not stated)	4	-4	-14	13	-20	-10	1.5	3	3	-2	-19
CCN(c1ccccc1C)S(=O)(=O)c1nnc(NC(=O)c2ccco2)s1	-2	-1	5	3	-4	-7	-1.0	2	-13	4	-8
COc1ccc(-c2csc(C(O)c3ccc(F)cc3)n2)cc1OC (configuration not stated)	.	.	-2	-18	-11	-4	-1.3	4	6	3	5
COc1ccc(NC(=S)NCCc2ccc(S(N)(=O)=O)cc2)c(OC)c1	-10	2	9	-32	1	3	2.7	10	-10	-2	-21
COCCN1CCn2c(nc3cc(NC(=O)Cn4nc(C)c5ccccc5c4=O)ccc32)C1	1	-5	11	-1	-2	-1	-1.5	5	2	9	-2
COc1ccc(C(=O)OCC(=O)NC2CCCC2)c(OC)c1	1	-3	-22	-6	-8	-1	0.6	0	-11	-8	-38
CNc1nn(-c2cccc(Cl)c2)nc1N	3	-7	-24	-89	-1	-54	-2.8	-4	-50	3	-11
CC1CCN(C(=O)CNC(=O)CNS(=O)(=O)c2ccccc2)CC1	-10	-5	-6	-10	10	-2	-2.1	9	3	0	0
Cc1cccc(-n2c(CNC(=O)Cc3ccccc3)n[nH]c2=S)c1	-6	-9	-8	1	-12	-5	1.0	7	-8	-6	-3
CCNc1nc2[nH]c(=O)c3c(c2s1)OC(N)=C(C#N)C3c1ccc(C)cc1 (configuration not stated)	0	2	-6	-9	-3	-7	-0.7	8	-5	-24	-12
Nc1nc(COc2ccccc2)cs1	5	-16	-30	-34	1	-7	-2.6	5	-48	-6	-23
COC(=O)c1cc(S(=O)(=O)N2CCCC2)c(Cl)cc1Cl	-5	2	1	10	8	-13	-0.8	25	-18	-1	18
CN1CCN(C(=O)C2CCCN(S(=O)(=O)c3ccc(Br)cc3)C2)CC1 (configuration not stated)	6	2	13	-20	-5	9	-2.8	6	-28	4	-16
COc1cc(C)ccc1S(=O)(=O)NC(=O)C1(C)CCN1C(=O)Cc1ccccc1Cl (configuration not stated)	.	.	4	-10	-13	-29	1.6	-5	-8	0	2
O=C(c1ccccc1)c1ccc(OCCCCN2CCCCC2)cc1	-9	2	-15	-14	-3	-1	-0.5	11	9	7	5
O=C(C/C(=N/O)c1ccccc1O)C(F)F	7	-4	-9	-3	0	0	1.3	11	6	4	-16
Cc1cc(C=C(C#N)C#N)c(C)n1-c1ccccc1	0	-9	-50	-36	4	5	1.2	-1	-30	0	-14
COc1cccc(CNc2ccc([N+](=O)[O-])cc2Cl)c1O	10	-7	-14	-24	5	6	-4.4	-9	17	4	-3
